Source: PubChem BioAssay (National Center for Advancing Translational Sciences (NCATS))
TRb-SRC2 inh – qHTS for Inhibitors of the Interaction of Thyroid Hormone Receptor and Steroid Receptor Coregulator 2. Potency, µM (titrated, usually from 106 µM), for the others: at the top dose activity change, negative = inhibition, actives largely listed as inhibitors. hit rate 0.065% among 280,000. TRbeta-SRC2 peptide binding, fluorescence polarization; receptor liganded with 1 µM T3;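 note: plate controls were bound peptide for no effect and peptide without receptor for full effect; nearly all actives have a fitted effect of over 50% in size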
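TRb LBD 0.6 uM + Texas Red SRC2 peptide 20 nM, 1 uM T3, Tris buffer w/ 5% DMSO; compound pinned, 5 h RT; FP read ex 555/em 632; normalized to unbound and bound controls.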
TexasRed fluor – Total Fluorescence Counterscreen for Inhibitors of the Interaction of Thyroid Hormone Receptor and Steroid Receptor Coregulator 2; hit rate 0.29% among 280,000; Potency, µM (series often up to 106 µM), without a hit: at the top dose fluorescence change, negative = quenching; TRb/SRC2 Texas Red total fluorescence interference; AID 1479, 2009; active = well fitted curve in either direction with a large enough effect; inconclusive = small, poorly fitted or top-dose-only effect
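Human TRβ ligand-binding domain (0.6 uM) and Texas Red SRC2 peptide (20 nM) in Tris buffer with 1 uM T3 and 5% DMSO were incubated with pinned compound for 5 hr at ambient temperature. Total fluorescence was computed as S + 2P (555/632 nm).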
L3MBTL1 inh – qHTS Assay for the Inhibitors of L3MBTL1; Lethal(3)malignant brain tumor-like protein 1 (Homo sapiens), Q9Y468; AlphaScreen L3MBTL1–H3K9me1 peptide binding; Potency, µM (titrated, usually from 57.1 µM), inactives show top-dose activity, negative = inhibition, usual class: inhibitors; hit rate 0.66% among 230,000; AID 485360, 2010; note: nearly all actives have a fitted effect of over 60% in size
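L3MBTL1 (50 nM) pre-complexed 30 min with biotinylated H3(1-15)K9me1 peptide (75 nM), then compounds added for 30 min at room temperature; AlphaScreen streptavidin donor/nickel chelate acceptor beads (10 ug/mL final) read after 30 min dark incubation.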
RGS12 GoLoco inh – qHTS Assay for Inhibitors of RGS12 GoLoco Motif Activity (Red Fluorophore); Gai1:RGS12 GoLoco peptide FP, rhodamine, 10 min; Potency, µM (doses to about 61.6 µM), for inactives: top-dose activity, negative = inhibition, actives largely listed as inhibitors; hit rate 0.44% among 230,000; AID 880, 2007; active = well fitted inhibition curve with a large enough effect, not every such curve was filed as active; inactive = no such curve, though single readings can be large or run the other way; note: nearly all actives have a fitted effect of over 30% in size; many of its hits are not listed in these tables
Target sequence (P63096 whole entry, looked up): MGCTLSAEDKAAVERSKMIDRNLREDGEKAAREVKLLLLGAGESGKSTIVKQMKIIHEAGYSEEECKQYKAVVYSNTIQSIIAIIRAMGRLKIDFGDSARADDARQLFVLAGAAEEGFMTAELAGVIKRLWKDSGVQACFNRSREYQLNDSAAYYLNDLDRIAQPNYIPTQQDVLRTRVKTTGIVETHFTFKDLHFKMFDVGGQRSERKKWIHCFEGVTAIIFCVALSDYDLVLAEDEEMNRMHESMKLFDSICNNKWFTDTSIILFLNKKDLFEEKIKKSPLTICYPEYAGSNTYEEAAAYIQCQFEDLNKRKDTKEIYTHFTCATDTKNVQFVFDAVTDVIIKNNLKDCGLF
GAA glycogen mod – qHTS Assay for Inhibitors and Activators of Human alpha-Glucosidase Cleavage of Glycogen. Lysosomal alpha-glucosidase (Homo sapiens), P10253. recombinant GAA, glycogen substrate, Amplex Red glucose oxidase fluorescence. Potency, µM (titrated, usually from 76.4 µM), for the others: top-dose activity change, negative = inhibition, hits mostly inhibitors. hit rate 0.38% among 300,000;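 note: 0% = full enzyme reaction and -100% = no-enzyme basal signal; the screen sought inhibitors and activators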
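Recombinant human alpha-glucosidase (4 nM final) hydrolysed bovine liver glycogen (30 ug) for 40 min at 37 C in pH 5.0 citrate/phosphate with 0.01% Tween-20. Released glucose detected by glucose oxidase/Amplex Red, Ex 573/Em 610 nm. Compounds up to 77 uM; AC50 from Hill fits.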
RECQ1 helicase – qHTS Assay for Inhibitors of RecQ-Like Dna Helicase 1 (RECQ1). Potency, µM (highest dose often 57.3 µM), for inactives: at the top dose activity, negative = inhibition, hits mostly inhibitors. ATP-dependent DNA helicase Q1 (Homo sapiens), P46063. hit rate 0.54% among 240,000. RECQ1 DNA unwinding, red fluorescence kinetic read;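 note: plate controls were vehicle for no effect and no enzyme for full effect; nearly all actives have a fitted effect of over 30% in size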
Target sequence (P46063 whole entry, looked up): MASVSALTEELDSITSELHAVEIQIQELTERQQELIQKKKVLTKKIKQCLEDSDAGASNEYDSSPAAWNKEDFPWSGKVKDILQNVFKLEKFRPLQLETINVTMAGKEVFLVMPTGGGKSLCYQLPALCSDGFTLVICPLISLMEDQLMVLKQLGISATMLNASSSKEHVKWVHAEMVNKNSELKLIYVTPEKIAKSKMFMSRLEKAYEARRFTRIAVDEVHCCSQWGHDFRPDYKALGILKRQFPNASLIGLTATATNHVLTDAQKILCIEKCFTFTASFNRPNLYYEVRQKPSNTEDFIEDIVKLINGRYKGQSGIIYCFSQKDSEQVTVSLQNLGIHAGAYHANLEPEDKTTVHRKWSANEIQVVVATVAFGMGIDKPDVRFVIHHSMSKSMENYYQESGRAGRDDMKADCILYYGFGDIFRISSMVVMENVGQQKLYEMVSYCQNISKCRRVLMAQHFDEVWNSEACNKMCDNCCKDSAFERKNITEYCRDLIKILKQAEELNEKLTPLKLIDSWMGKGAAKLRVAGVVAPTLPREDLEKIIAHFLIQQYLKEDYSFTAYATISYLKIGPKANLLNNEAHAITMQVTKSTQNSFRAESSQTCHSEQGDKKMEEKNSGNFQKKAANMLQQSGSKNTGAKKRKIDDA
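RECQ1T1 50 nM; forked duplex (20 bp + 30-nt ss tails) 200 nM, ATP 2 mM final; pH 8.0, 2 mM MgCl2, 2.5 ug/ml poly(dI-dC); 15 min compound preincubation; discontinuous kinetic read over 2 h at RT.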
GAA inh – qHTS Assay for Inhibitors of Human alpha-Glucosidase as a Potential Chaperone Treatment of Pompe Disease; purified human GAA, 4-MU-alpha-glucoside fluorescence; Potency, µM (titrated, usually from 76.9 µM), for inactives: top-dose activity change, negative = inhibition, actives largely listed as inhibitors; hit rate 0.005% among 200,000; AID 1466, 2008;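 note: plate controls were uninhibited enzyme wells for no effect and no-enzyme background for full effect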
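qHTS format, compound range up to 77 uM. Human lysosomal enzyme at 4 nM, 400 uM 4-MU glucoside substrate, pH 5.0, 20 min room temperature; fluorescence after alkaline stop gives activity normalized to controls.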
aGlu spleen mod – qHTS Assay for Inhibitors and Activators of Human alpha-Glucosidase From Spleen Homogenate; human spleen homogenate, 4-MU-alpha-glucoside fluorescence; Potency, µM (series often up to 79.9 µM), for inactives: top-dose activity change, negative = inhibition, most hits filed as inhibitors; hit rate 0.006% among 240,000;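 note: 0% = enzyme with vehicle and -100% = no enzyme basal signal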
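Human spleen homogenate (1 ug) incubated with compounds and 1 mM 4-methylumbelliferyl-alpha-D-glucopyranoside in pH 5.0 citrate/phosphate buffer, 37 C, 40 min. Stopped at pH 10; 4-MU fluorescence (Ex 365/Em 440 nm); AC50 by Hill fit.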
* hit, by the source's call; i = inactive; ? = inconclusive; · = not tested or not shown; & = joins results of further samples; [ ] = another dose, or the depositor's remark. Unless noted, calls come from the whole dose curve; as a rule, active = well fitted curve in the direction sought with a large enough effect; inconclusive = small, poorly fitted or top-dose-only effect, or another doubt; inactive = no such curve, though single readings can be large; an effect the other way counts as inactive or inconclusive. Unless noted, % is set by controls: 0 for no effect and ±100 for the full control effect; potency is the fitted concentration of half-maximal effect.

SMILES	TRb-SRC2 inh	TexasRed fluor	L3MBTL1 inh	RGS12 GoLoco inh	GAA glycogen mod	RECQ1 helicase	GAA inh	aGlu spleen mod
O=C(CO/N=C/c1ccccc1OC(F)F)NCc1cccs1	-4%	-1%	11%	10%	8%	1%	4%	-1%
COc1ccc(C2/C(=C(\O)c3ccc4c(c3)OCCO4)C(=O)C(=O)N2CCCN(C)C)cc1 (centres undefined)	-4%	-1%	-1%	·	-20%	i	4%	-2%
COc1ccc(N2CCN(Cc3nc4ccccc4c(=O)[nH]3)CC2)cc1	-4%	-3%	·	6%	?	i	2%	-1%
Cc1c(Cl)cccc1NC(=O)COc1ccc(S(=O)(=O)N2CCOCC2)cc1	2%	0%	·	1%	-3%	i	-1%	-10%
Cc1c(NC(=O)COC(=O)C23CC4CC(CC(O)(C4)C2)C3)c(=O)n(-c2ccccc2)n1C	0%	-2%	2%[11.4 µM]	11%	5%	i	5%	-2%
CCCCC(CC)C1OCC(CN2CCCCC2)O1 (centres undefined)	-6%	0%	·	-1%	10%	-4%	·	6%
Cc1nc(NC2CCCCC2)c2nc(-c3ccccc3)n(C(C)CN(C)C)c2n1 (centres undefined)	-1%	1%	·	3%	·	0%	·	5%
CC(C)c1ccc(S(=O)(=O)c2nnn3c2nc(N2CCCCC2)c2ccccc23)cc1	7%	0%	2%	0%	-5%	0%	9%	0%
COc1ccccc1NC(C)C(=O)N/N=C/c1cccs1 (centres undefined)	-1%	4%	-1%	-5%	-11%	-4%	3%	2%
COc1cc2c(cc1OC)CN(C(=S)Nc1c(C)cccc1C)CC2	-13%	2%	5%	-9%	-6%	9%	?	-5%
COC(=O)CC1C(=O)NCCN1C(=O)c1ccccc1 (centres undefined)	-7%	-3%	·	6%	3%	-8%	1%	-3%
CCCCn1c(SCC(=O)NCC2CCCO2)nc2ccc(N3CCOCC3)cc2c1=O (centres undefined)	-3%	2%	2%[11.4 µM]	5%	-3%	-12%	1%	-4%
COc1ccc(S(=O)(=O)NCCc2nnc3ccc(SCC(=O)Nc4nc(C)cs4)nn23)cc1	1%	-6%	2%	7%	3%	-2%	-2%	1%
NC(=S)N/N=C/c1coc2c(ccc3ccccc32)c1=O	-1%	-3%	-3%	6%	?	-8%	-1%	4%
O=C(Nc1ccon1)c1sc2cc(F)ccc2c1Cl	7%	-2%	21%	12%	3%	i	2%	1%
CN(/C=C/C(=O)C(F)(F)F)Cc1ccccc1	-9%	4%	-4%	3%	3%	1%	0%	-7%
O=C(Cc1c[nH]c2ccccc12)NC1(C(=O)NC2CCCC2)CCCCC1	-4%	-2%	·	7%	4%	-15%	2%	3%
N=c1ccn2c(n1)O[C@@H]1[C@H](O)[C@H](CO)O[C@@H]12	-1%	2%	·	3%	·	-6%	·	-2%
COC(=O)N(NC(=O)C(O)(c1ccccc1)c1ccccc1)c1ccc(C)cc1	1%	1%	10%	-1%	-4%	-15%	5%	0%
CCOC(=O)c1oc2cc(O)c(CC)cc2c(=O)c1-c1ccc2c(c1)OCCO2	-4%	-2%	3%	3%	-4%	-3%	-3%	-5%
CCOc1ccc(C(=O)Nc2cccc(C(=O)O)c2)cc1Cl	-1%	-7%	2%	11%	-10%	-7%	1%	11%
O=C1[C@@H]2[C@H]3CC[C@H](C3)[C@@H]2C(=O)N1O	2%	-1%	-11%	6%	7%	3%	·	0%
CCOC(=O)c1sc(NC(=O)c2ccco2)nc1-c1ccccc1	5%	-1%	2%	-4%	3%	-15%	-6%	-1%
C/C=N/NC(=O)c1cc(Br)ccc1O	-1%	-1%	4%	6%	?	3%	-1%	-1%
COc1cccc(CNC(=O)C2CCCN(S(=O)(=O)c3cnc[nH]3)C2)c1 (centres undefined)	-2%	-1%	·	0%	2%	-4%	-8%	-2%
CCOC(=O)N1CCC(NC(=O)c2cc(S(=O)(=O)N3CCC4(CC3)OCCO4)ccc2F)CC1	1%	2%	11%	·	1%	-8%	0%	-8%
Cc1ccc(S(=O)(=O)NCC(=O)N2CCCC2)cc1	-1%	-1%	·	4%	-9%	-5%	-3%	0%
COc1ccc(/C=N/NC(=O)c2cccc(O)c2)cc1Cn1nc(C)c([N+](=O)[O-])c1C	2%	-2%	·	6%	-15%	-3%	?	3%
CC(=O)Nc1cccc(C)c1	0%	-1%	-7%	-14%	·	-4%	·	-14%
CCOc1cc(C2C(C(=O)OC)=C(C)N=C3SCCC(=O)N32)ccc1OC(C)=O (centres undefined)	-1%	3%	2%	2%	-7%	i	-1%	-4%
CCS(=O)(=O)c1ccc(N)cc1	6%	1%	·	-1%	8%	-8%	?	3%
CC(C)CNC(=O)COc1cccc(C(=O)NCc2ccccc2)c1	0%	-1%	0%	12%	-3%	-9%	-2%	1%
CC(C)CNC(=O)c1ccccc1NC(=O)c1ccc(CN2CCOCC2)cc1	-8%	1%	-2%	0%	4%	-3%	-3%	-16%
COc1cccc([C@@H]2Oc3ccc(OC)cc3C(=O)[C@H]2OC(=O)N[C@H](C)C2CCCCC2)c1	-6%&-1%	-5%&-1%	1%	0%&1%	-5%	9%&-6%	-4%	1%&-8%
Cc1cc(C(=O)CSc2ncn[nH]2)c(C)n1-c1cccc(S(=O)(=O)N2CCOCC2)c1	-13%	1%	1%	7%	7%	-4%	3%	0%
O=C(c1ccccc1F)N1CCN(Cc2cccc(Cl)c2)CC1	0%	-4%	6%	3%	-1%	0%	3%	-7%
CCc1nc2ccc(C)cc2c(C(=O)NC2CCCCC2C)c1C (centres undefined)	-7%	0%	5%	4%	-22%	-2%	-5%	2%
O=c1[nH]ncc2c3ccccc3n(Cc3ccccc3)c12	5%	-2%	?	1%	-2%	3%	8%	-8%
C=CCc1c(C)nn(CC(=O)O)c1-c1ccccc1	5%	0%	2%	1%	12%	-14%	5%	-2%
CCc1nnc(NC(=O)CCN2C(=O)CCC2=O)s1	5%	1%	0%	0%	-1%	i	1%	-7%

Compounds from the list above that contain two or more sulfur atoms:
SMILES	TRb-SRC2 inh	TexasRed fluor	L3MBTL1 inh	RGS12 GoLoco inh	GAA glycogen mod	RECQ1 helicase	GAA inh	aGlu spleen mod
COc1ccc(S(=O)(=O)NCCc2nnc3ccc(SCC(=O)Nc4nc(C)cs4)nn23)cc1	1%	-6%	2%	7%	3%	-2%	-2%	1%
Cc1cc(C(=O)CSc2ncn[nH]2)c(C)n1-c1cccc(S(=O)(=O)N2CCOCC2)c1	-13%	1%	1%	7%	7%	-4%	3%	0%

4 records drawn at random from the list so far:
SMILES	TRb-SRC2 inh	TexasRed fluor	L3MBTL1 inh	RGS12 GoLoco inh	GAA glycogen mod	RECQ1 helicase	GAA inh	aGlu spleen mod
O=C1[C@@H]2[C@H]3CC[C@H](C3)[C@@H]2C(=O)N1O	2%	-1%	-11%	6%	7%	3%	·	0%
Cc1ccc(S(=O)(=O)NCC(=O)N2CCCC2)cc1	-1%	-1%	·	4%	-9%	-5%	-3%	0%
CCOc1cc(C2C(C(=O)OC)=C(C)N=C3SCCC(=O)N32)ccc1OC(C)=O (centres undefined)	-1%	3%	2%	2%	-7%	i	-1%	-4%
CCc1nnc(NC(=O)CCN2C(=O)CCC2=O)s1	5%	1%	0%	0%	-1%	i	1%	-7%

(further entries)
SMILES	TRb-SRC2 inh	TexasRed fluor	L3MBTL1 inh	RGS12 GoLoco inh	GAA glycogen mod	RECQ1 helicase	GAA inh	aGlu spleen mod
COc1ccc(-n2nc(C(=O)Nc3cc(OC)c(OC)c(OC)c3)c3ccccc3c2=O)c(OC)c1	4%	2%	·	-4%	1%	i	-2%	-20%
CCOC(=O)N1CCN(C(=O)COc2ccc(Br)cc2Cl)CC1	4%	-3%	-13%	-8%	8%	-8%	-7%	-7%
CCOC(=O)C(NC(=O)c1ccccc1)(OCc1ccccc1)C(F)(F)F (centres undefined)	5%	-4%	-2%	-1%	-14%	-6%	1%	-1%
COc1ccc(CNC(=O)CSc2nnnn2C)cc1OC	0%	-6%	7%	9%	3%	-8%	-6%	1%
CC(NC(=O)Cc1ccc(-c2ccccc2)cc1)c1ccccc1 (centres undefined)	-5%	-4%	1%	-8%	-2%	-2%	0%	-5%
Cn1cc(/C=C2\SC(=S)N(NC(=O)c3ccccc3Cl)C2=O)c2ccccc21	-11%	2%	-5%	-82%	-2%	-18%	?	?
COc1cc(/C=N/NC(N)=O)ccc1OCC(=O)N1C(C)CCCC1C (centres undefined)	-2%	-1%	·	6%	-1%	i	-3%	-12%
COc1ccccc1/C=C/C=N/n1c(-c2ccco2)n[nH]c1=S	0%	0%	-12%	-3%	-8%	9%	-3%[15.4 µM]	3%
CC1CCN(S(=O)(=O)c2ccc3[nH]c(=O)c(=O)[nH]c3c2)CC1	4%	-1%	-1%	6%	-2%	i	-1%	-12%
Cc1nc2ccc(NC(=O)Cc3ccsc3)cc2s1	-12%	1%	·	4%	-5%	-1%	2%	1%
CC(C)(C)c1ccc(-c2nc(C#N)c(NCCCn3ccnc3)o2)cc1	-2%	-3%	-14%	-5%	?	-20%	·	-3%
Cc1ccc(C)c(-n2cc(CNCCc3cnccn3)c(-c3ccccc3)n2)c1	-4%	-1%	-6%	-8%	7%	i	·	-1%
COc1cccc(-n2nnnc2S(C)(=O)=O)c1	-6%	0%	·	-8%	1%	-12%	-5%	8%
CCOc1cccc(CNCc2ccc(C(=O)O)cc2)c1	-5%	-1%	·	-3%	5%	3%	7%	10%

A portion of the library; the hit share may differ from the screen's.
